From PubChem BioAssay
PI4K2A inh: qHTS for small molecular inhibitors of PI4K2A; purified PI4K2A, ADP-Glo luminescence, 1 h; stronger effect = lower value; activity change, negative = inhibition, % at 76.9 µM; 0.13% of 420,000 active; in the data active = activity change below about -50%; inconclusive = mostly about -30% to -49%;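 note: -100% = wells without enzyme as full effect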
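In this quantitative HTS, ADP production by PI4K2A was quantified luminescently after 1 h at ambient temperature; 100 microM adenosine served as plate-quality control.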
mIDH1 inhibitor: qHTS for Inhibitors of mutant isocitrate dehydrogenase 1 (IDH1): qHTS. Isocitrate dehydrogenase [NADP] cytoplasmic (Homo sapiens), O75874. IDH1-R132H enzyme, NADPH consumption, diaphorase/resazurin fluorescence. Potency, µM (titrated, usually from 76.6 µM), without a hit: at the highest dose activity change, negative = inhibition, actives largely listed as inhibitors. 0.093% of 390,000 active. AID 602179, 2012; note: potency is the fitted concentration of half-maximal effect; % is set by controls: 0 for no effect and ±100 for the full control effect; nearly all actives have a fitted effect of over 65% in size
Target sequence (O75874 whole entry R132H, stated change not applied): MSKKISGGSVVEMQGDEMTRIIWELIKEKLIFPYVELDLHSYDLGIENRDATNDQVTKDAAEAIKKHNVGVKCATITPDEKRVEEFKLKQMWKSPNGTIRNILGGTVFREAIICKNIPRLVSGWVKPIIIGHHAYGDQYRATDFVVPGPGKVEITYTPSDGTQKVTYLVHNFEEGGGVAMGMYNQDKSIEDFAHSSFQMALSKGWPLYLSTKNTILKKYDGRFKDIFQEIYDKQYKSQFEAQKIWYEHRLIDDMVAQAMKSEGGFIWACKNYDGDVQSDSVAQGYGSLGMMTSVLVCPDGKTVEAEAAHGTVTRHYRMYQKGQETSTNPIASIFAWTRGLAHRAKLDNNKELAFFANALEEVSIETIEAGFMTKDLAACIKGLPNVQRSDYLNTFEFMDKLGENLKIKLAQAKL
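IDH1-R132H (0.5 ug/mL) preincubated 30 min with compound, then NADPH (0.016 mM) and alpha-KG (2 mM) added; 80 min at RT, pH 7.5. Remaining NADPH coupled via diaphorase/resazurin to fluorescence (540/590 nm); concentration-response curves normalized to no-enzyme control.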
TrxR1 substrate: qHTS Assay for Substrates of Mammalian Selenoprotein Thioredoxin Reductase 1 (TrxR1): qHTS; purified TrxR1 substrate turnover, NADPH consumption readout; Potency, µM (highest dose often 114 µM), for inactives: top-dose activity change, negative = substrate turnover; 0.01% of 390,000 active; note: potency is the fitted concentration of half-maximal effect; % is set by controls: 0 for no effect and ±100 for the full control effect; nearly all actives have a fitted effect of over 50% in size
Target sequence (O89049 whole entry, looked up): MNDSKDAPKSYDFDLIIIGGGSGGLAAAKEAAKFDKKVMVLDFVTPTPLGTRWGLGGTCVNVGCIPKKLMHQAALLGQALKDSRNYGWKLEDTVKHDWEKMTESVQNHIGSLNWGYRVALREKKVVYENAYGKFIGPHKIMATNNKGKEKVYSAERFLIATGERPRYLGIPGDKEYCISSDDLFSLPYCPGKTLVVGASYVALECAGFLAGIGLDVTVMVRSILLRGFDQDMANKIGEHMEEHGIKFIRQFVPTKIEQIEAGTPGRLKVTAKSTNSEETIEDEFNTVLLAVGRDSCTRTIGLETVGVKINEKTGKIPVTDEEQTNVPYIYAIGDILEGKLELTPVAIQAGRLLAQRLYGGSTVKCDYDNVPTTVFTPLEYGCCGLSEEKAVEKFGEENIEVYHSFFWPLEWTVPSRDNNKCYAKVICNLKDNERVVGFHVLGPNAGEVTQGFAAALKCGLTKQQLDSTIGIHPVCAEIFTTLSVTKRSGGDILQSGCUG
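Rat TrxR1, dispensed at 90 nM, was prereduced with 400 uM NADPH (final) for 5 min at ~22 deg C, then incubated with compound 15 min before 400 uM selenite. A first-read NADPH fluorescence drop versus no-compound background flagged substrates.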
HP1b chromo inh: HTS for Inhibitors of HP1-beta Chromodomain Interactions with Methylated Histone Tails; 0.56% of 390,000 active; AlphaScreen HP1-beta / biotin-H3K9me3 peptide binding; Chromobox protein homolog 1 (Homo sapiens), P83916; Potency, µM (titrated, usually from 114 µM), for the others: at the top dose activity change, negative = inhibition, usual class: inhibitors; AID 540317, 2011; note: potency is the fitted concentration of half-maximal effect; nearly all actives have a fitted effect of over 70% in size; inactives centre near 23
Target sequence (P83916 whole entry, looked up): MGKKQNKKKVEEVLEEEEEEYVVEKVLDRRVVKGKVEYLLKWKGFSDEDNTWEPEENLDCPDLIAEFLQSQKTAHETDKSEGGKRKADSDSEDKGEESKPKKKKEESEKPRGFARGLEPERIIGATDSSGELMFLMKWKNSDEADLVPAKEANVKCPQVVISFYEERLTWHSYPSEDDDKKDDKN
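Compound inhibition of the preformed complex between 50 nM HP1-beta and 50 nM biotinylated H3K9me3 peptide was read by AlphaScreen. Buffer was PBS pH 7.4 with 0.01% Tween-20. Incubations ran 30 min at room temperature, with 10 ug/mL donor/acceptor beads.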
PGK inhibitor: qHTS Assay to Find Inhibitors of Phosphoglycerate Kinase | Phosphoglycerate kinase, glycosomal (Trypanosoma brucei brucei), P07378 | PGK/GAPDH coupled, Kinase-Glo luminescence, 60 min | Potency, µM (doses to about 57.5 µM), for the others: at the top dose activity change, negative = inhibition, hits mostly inhibitors | 0.043% of 380,000 active; note: potency is the fitted concentration of half-maximal effect; % is set by controls: 0 for no effect and ±100 for the full control effect; nearly all actives have a fitted effect of over 60% in size
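Luminescent ATP detection (Kinase-Glo Plus) follows a 60-minute room-temperature incubation, with wells lacking PGK as controls. Buffer: 100 mM TEA (pH 7.6), 5 mM MgCl2, 0.01% Tween-20. Coupling enzyme GAPDH (100 nM final) supplies unstable 1,3-BPG in-well.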
USP1 inh: Inhibitors of USP1/UAF1: Primary Screen. recombinant USP1/UAF1, Ub-Rhodamine cleavage fluorescence. Potency, µM (highest dose often 57.1 µM), for the others: at the top dose activity change, negative = inhibition, hits mostly inhibitors. 0.23% of 390,000 active; note: potency is the fitted concentration of half-maximal effect; % is set by controls: 0 for no effect and ±100 for the full control effect; nearly all actives have a fitted effect of over 60% in size; inactives centre near -12
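Step one: compound is pinned into 1nM USP1/UAF1 in HEPES pH 7.8 buffer with TCEP. Step two: 15 min room-temperature incubation. Step three: Ub-Rho (150nM final) starts cleavage, tracked by fluorescence over six one-minute reads.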
GLS inh: qHTS for Inhibitors of Glutaminase (GLS); Glutaminase kidney isoform, mitochondrial (Homo sapiens), O94925; GLS enzymatic activity, qHTS titration; Potency, µM (top dose mostly 45.5 µM), for inactives: at the top dose activity change, negative = inhibition, most hits filed as inhibitors; 0.21% of 410,000 active; AID 624170, 2012; note: potency is the fitted concentration of half-maximal effect; % is set by controls: 0 for no effect and ±100 for the full control effect
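Glutamate formation by hKGA was monitored fluorometrically using coupled glutamate oxidase, HRP and Amplex Red. Substrate was added as 1 mM L-glutamine solution; incubation was 30 min at RT after an initial read.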
rTrxR1 inhibitor: qHTS Assay for Inhibitors of Mammalian Selenoprotein Thioredoxin Reductase 1 (TrxR1): qHTS; AID 588453, 2011; Potency, µM (highest dose often 114 µM), for the others: top-dose activity change, negative = inhibition, hits mostly inhibitors; recombinant rTrxR1, NADPH fluorescence consumption, selenite substrate; 1% of 390,000 active; note: potency is the fitted concentration of half-maximal effect; % is set by controls: 0 for no effect and ±100 for the full control effect; nearly all actives have a fitted effect of over 65% in size
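Rat TrxR1 (90 nM in the dispensed reagent) was pre-reduced with 400 uM NADPH for 5 min at room temperature, then incubated with compound for 15 min. After 400 uM selenite was added, NADPH fluorescence (Ex 340/Em 450 nm) was followed for 8 min.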
Pin1 inh: qHTS Assay to Find Inhibitors of Pin1; Peptidyl-prolyl cis-trans isomerase NIMA-interacting 1 (Homo sapiens), Q13526; Pin1 FP peptide displacement, HiFluor488, 10 min; Potency, µM (titrated, usually from 115 µM), without a hit: at the top dose activity, negative = inhibition, usual class: inhibitors; 0.009% of 390,000 active; active = well fitted inhibition curve with a large enough effect in the polarisation, with a control signal flat, not every such curve was filed as active; inconclusive = small, poorly fitted or top-dose-only effect, or effect the other way, or a change in a side signal; inactive = no such curve, though single readings can be large or run the other way; the % refers to the polarisation; note: potency is the fitted concentration of half-maximal effect; % is set by controls: 0 for no effect and ±100 for the full control effect
* marks the source's active call; other numbers are inactive results; [ ] = remark or other dose. Unless noted, calls come from the whole dose curve; as a rule, active = well fitted curve in the direction sought with a large enough effect; inconclusive = small, poorly fitted or top-dose-only effect, or another doubt; inactive = no such curve, though single readings can be large; an effect the other way counts as inactive or inconclusive. This is a subset; rates above refer to the full screens.

Screening O=C(CNC(=O)c1ccc(Cl)cc1)c1ccccc1 returned PI4K2A inh 1, mIDH1 inhibitor -9%, TrxR1 substrate 10%[57.1 µM], HP1b chromo inh 20%, PGK inhibitor -4%, USP1 inh inconclusive, GLS inh 6%, rTrxR1 inhibitor 14%[11.4 µM] and Pin1 inh 6%.
For Cc1cc(=O)oc2cc(OCC(=O)Nc3c(C(C)C)cccc3C(C)C)ccc12 the results were PI4K2A inh -1, mIDH1 inhibitor 0%, TrxR1 substrate 38%[activator], HP1b chromo inh 2%, PGK inhibitor inactive, USP1 inh -10%, GLS inh 2%, rTrxR1 inhibitor 12% and Pin1 inh 2%.
Screening C=CCOc1ccc(/C(O)=C2/C(=O)C(=O)N(CCCN3CCOCC3)C2c2ccccc2)cc1 (stereo unspecified) returned PI4K2A inh 5, mIDH1 inhibitor 0%, TrxR1 substrate -7%, HP1b chromo inh -7%, PGK inhibitor -5%, USP1 inh -4%, GLS inh inconclusive, rTrxR1 inhibitor 25µM* and Pin1 inh 1%.
For O=C(Cn1cc(/C=C\[N+](=O)[O-])c2ccccc21)Nc1ccccc1 the results were PI4K2A inh -6, mIDH1 inhibitor 4%, TrxR1 substrate -1%, HP1b chromo inh 28%, PGK inhibitor -10%, USP1 inh -18%, GLS inh -17%, rTrxR1 inhibitor 6% and Pin1 inh inconclusive.
Cc1cccc(NC(=S)NC(C)C(c2cccs2)N2CCN(C)CC2)c1C (stereo unspecified) was read as PI4K2A inh -7, mIDH1 inhibitor -5%, TrxR1 substrate 4%[57.1 µM], HP1b chromo inh -4%, PGK inhibitor -13%, USP1 inh inconclusive, GLS inh -2%, rTrxR1 inhibitor 10%[57.1 µM] and Pin1 inh -5%.
For CCOC(=O)c1c(NC(=O)CN2CCOCC2)sc2c1CCCC2=O the results were PI4K2A inh 3, mIDH1 inhibitor -5%, TrxR1 substrate 3%[57.1 µM], HP1b chromo inh 33%[activator], PGK inhibitor 5%, USP1 inh -14%, GLS inh -5%, rTrxR1 inhibitor 20%[57.1 µM] and Pin1 inh 8%.
`CSCC[C@H](NC(=O)OC(C)(C)C)c1nnc(SCC(=O)Nc2ccc(C)cc2C)o1` gave PI4K2A inh 6, mIDH1 inhibitor 2%, TrxR1 substrate 10%[57.1 µM], HP1b chromo inh 12%, PGK inhibitor -2%, USP1 inh -18%, GLS inh 3%, rTrxR1 inhibitor 13%[57.1 µM] and Pin1 inh 0%.
For c1ccc(SCCOCCn2cncn2)cc1 the results were PI4K2A inh 14, mIDH1 inhibitor 14%, TrxR1 substrate -1%, HP1b chromo inh inconclusive, PGK inhibitor -2%, USP1 inh 2%, GLS inh 11%, rTrxR1 inhibitor -1% and Pin1 inh -9%.
Screening O=C(Nc1ccccc1N1CCOCC1)c1ccc(OCc2cscn2)cc1 returned PI4K2A inh 1, mIDH1 inhibitor 1%, TrxR1 substrate 1%[57.1 µM], HP1b chromo inh 15%, PGK inhibitor 3%, USP1 inh -8%, GLS inh 8%, rTrxR1 inhibitor 5%[57.1 µM] and Pin1 inh -2%.
Screening CCC(Sc1nncn1C)C(=O)Nc1ccccc1OC (stereo unspecified) returned PI4K2A inh -3, mIDH1 inhibitor 14%, TrxR1 substrate 11%, HP1b chromo inh 12%, PGK inhibitor -1%, USP1 inh 1%, GLS inh 2%, rTrxR1 inhibitor 21% and Pin1 inh -5%.
`COc1ccc(C(=O)Nc2ccc3[nH]ccc3c2)cc1` gave PI4K2A inh inconclusive, mIDH1 inhibitor 13%, TrxR1 substrate 8%[57.1 µM], HP1b chromo inh 44%[activator], PGK inhibitor inconclusive, USP1 inh -8%, GLS inh -3%, rTrxR1 inhibitor 8%[57.1 µM] and Pin1 inh -2%.
COc1cccc(NC(=O)C(C)n2c(=O)cc(C(F)(F)F)c3c(C)nn(C)c32)c1 (stereo unspecified) was read as PI4K2A inh 8, mIDH1 inhibitor 5%, TrxR1 substrate -4%[57.1 µM], HP1b chromo inh 32%, PGK inhibitor inactive, USP1 inh -24%, GLS inh -3%, rTrxR1 inhibitor 1%[57.1 µM] and Pin1 inh 28%.
CC(NC(=S)Nc1ccc(S(N)(=O)=O)cc1)c1ccc2c(c1)OCO2 (stereo unspecified) was read as PI4K2A inh 3, mIDH1 inhibitor 3%, TrxR1 substrate -16%, HP1b chromo inh 27%, PGK inhibitor inactive, USP1 inh -6%, GLS inh -4%, rTrxR1 inhibitor inconclusive and Pin1 inh -7%.
For COC(=O)c1ccccc1NC(=O)Nc1cc(C(C)(C)C)on1 the results were PI4K2A inh 0, mIDH1 inhibitor 21%, TrxR1 substrate 9%[57.1 µM], HP1b chromo inh 21%, PGK inhibitor inactive, USP1 inh -11%, GLS inh 2%, rTrxR1 inhibitor 16%[57.1 µM] and Pin1 inh -8%.
Nc1ccccc1Sc1nc2ccccc2[nH]1 was read as PI4K2A inh -2, mIDH1 inhibitor -2%, TrxR1 substrate -11%, HP1b chromo inh inconclusive, PGK inhibitor -5%, USP1 inh -10%, GLS inh 5%, rTrxR1 inhibitor 52%[activator][57.1 µM] and Pin1 inh -6%.
O=C(Nc1cccc(CNCCc2c[nH]c3ccccc23)c1)c1ccccc1Cl was read as PI4K2A inh -3, mIDH1 inhibitor 12%, TrxR1 substrate 6%, HP1b chromo inh 1%, USP1 inh -19%, GLS inh -3%, rTrxR1 inhibitor 10% and Pin1 inh -5%.
CC(C)=CC(=O)Nc1ccc(S(=O)(=O)Nc2ccccn2)cc1 was read as PI4K2A inh 1, mIDH1 inhibitor -1%, TrxR1 substrate 3%, HP1b chromo inh 36%[activator], PGK inhibitor 3%, USP1 inh -1%, GLS inh 2%, rTrxR1 inhibitor 19% and Pin1 inh -1%.
Screening Cc1cccc(-c2noc(-c3ccc(N4CCN(C)CC4)c([N+](=O)[O-])c3)n2)c1 returned PI4K2A inh -17, mIDH1 inhibitor 12%, TrxR1 substrate -6%, HP1b chromo inh 51%[activator], PGK inhibitor inactive, USP1 inh inconclusive, GLS inh 6%, rTrxR1 inhibitor 1% and Pin1 inh 12%.
`O=C(O)c1ccccc1N/C=C\[N+](=O)[O-]` gave PI4K2A inh -1, mIDH1 inhibitor 5%, TrxR1 substrate 16%, HP1b chromo inh 15%, PGK inhibitor inactive, USP1 inh -26%, GLS inh -5%, rTrxR1 inhibitor inconclusive and Pin1 inh -27%.
`CCN(CC(=O)Nc1c(F)cccc1F)C(=O)CNC(=O)c1ccco1` gave PI4K2A inh -17, mIDH1 inhibitor -9%, TrxR1 substrate 1%[57.1 µM], HP1b chromo inh 33%, PGK inhibitor 2%, USP1 inh -4%, GLS inh 9%, rTrxR1 inhibitor -4%[57.1 µM] and Pin1 inh -1%.

Entries from the list above that have fluorine (two):
COc1cccc(NC(=O)C(C)n2c(=O)cc(C(F)(F)F)c3c(C)nn(C)c32)c1 (stereo unspecified) was read as PI4K2A inh 8, mIDH1 inhibitor 5%, TrxR1 substrate -4%[57.1 µM], HP1b chromo inh 32%, PGK inhibitor inactive, USP1 inh -24%, GLS inh -3%, rTrxR1 inhibitor 1%[57.1 µM] and Pin1 inh 28%.
`CCN(CC(=O)Nc1c(F)cccc1F)C(=O)CNC(=O)c1ccco1` gave PI4K2A inh -17, mIDH1 inhibitor -9%, TrxR1 substrate 1%[57.1 µM], HP1b chromo inh 33%, PGK inhibitor 2%, USP1 inh -4%, GLS inh 9%, rTrxR1 inhibitor -4%[57.1 µM] and Pin1 inh -1%.

Later entries:
CCN(CC)C(=O)[C@H]1C[C@H](CC(=O)NCc2cccc(C(F)(F)F)c2)C(=O)N2CCc3c([nH]c4ccc(Cl)cc34)[C@]12C was read as PI4K2A inh 0, mIDH1 inhibitor -9%, TrxR1 substrate -12%, HP1b chromo inh 4%, PGK inhibitor 7%, USP1 inh -15%, GLS inh -3%, rTrxR1 inhibitor 8% and Pin1 inh inconclusive.
For CCOC(=O)C(C)n1cnc2c(nnn2-c2cccc(Cl)c2)c1=O (stereo unspecified) the results were PI4K2A inh -2, mIDH1 inhibitor 16%, TrxR1 substrate 4%[57.1 µM], HP1b chromo inh 72%[activator], PGK inhibitor -3%, USP1 inh -16%, GLS inh 1%, rTrxR1 inhibitor 11%[57.1 µM] and Pin1 inh -1%.
Screening CCCCc1ccc(NC(=O)Nc2c(C)n(C)n(-c3ccccc3)c2=O)cc1 returned PI4K2A inh 0, mIDH1 inhibitor 10%, TrxR1 substrate 3%, HP1b chromo inh 21%, PGK inhibitor 2%, USP1 inh -26%, GLS inh 18%, rTrxR1 inhibitor 11% and Pin1 inh 2%.
`O=C(COc1ccc([N+](=O)[O-])cc1)Nc1cccc2cccnc12` gave PI4K2A inh 14, mIDH1 inhibitor -3%, TrxR1 substrate -2%, HP1b chromo inh 38%, PGK inhibitor -4%, USP1 inh -33%, GLS inh -5%, rTrxR1 inhibitor 14% and Pin1 inh 0%.
